HMGR II inh: inhibitors of E. faecalis class II HMGR, primary screen, biochemical, Enterococcus faecalis. HMG-CoA reductase (Enterococcus faecalis, mvaE). 190,000 compounds, 0.41% hits. AID 1066, 2008. inhibition, % at 10 µM. purified E. faecalis HMGR, NADPH absorbance 340 nm kinetic;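 active means inhibition above a set limit, the median over all tested compounds plus 3 SD, cut at about 9.5% in these data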;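 further: enzyme runs in reverse so mevalonate oxidation gives rising NADPH absorbance; 0% = complete reaction with DMSO and 100% = background rate lacking mevalonate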
APP 5'UTR act: activators of APP 5'UTR luciferase reporter, primary screen, SH-SY5Y cells. 190,000 compounds, 1% hits. SH-SY5Y APP 5'UTR luciferase reporter, luminescence; zero percent = DMSO vehicle wells. AID 1276, 2008. activation, % at 2 µM;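 active means activation above a set limit, based on mean plus 3 SD of controls, cut at about 140% in these data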; further: values of inactives mirror those of a sister screen read the other way
STAT1 act: STAT1 signaling activators, primary screen, cell-based, HTS, luciferase reporter. NIH 3T3 STAT1-luciferase reporter, IFN-gamma, luminescence; 100% = IFN-gamma alone, no compound. activation (% of control), % at 5.5 µM. 200,000 compounds, 2.6% hits;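 active means activation above the screen-wide mean activation plus 3 SD, cut at about 130% in these data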;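 further: raw ratio to IFN-gamma control signal so 100% means no change and 0% no light; values of inactives mirror those of a sister screen read the other way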
DTT redox prof: compounds producing H2O2 with reducing agent – biochemical, NIH compound library profiling, artefact control for MLSCN library redox annotation, primary screen; DTT-dependent redox cycling H2O2, phenol red/HRP absorbance; 100% = 100 µM peroxide control, 0% = buffer; activation, % at 10 µM; 200,000 compounds, 0.03% hits;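 active means activation of at least 50% relative to the plate's high and low controls in the primary single-dose screen; inactive means activation below 50%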;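 further: compound incubated with DTT at 0.8 mM final as the reducing agent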
FLuc stim CS: FLuc activators, initial screening, artefact control for FLuc-dependent activation tests, biochemical, ATPlite luminescence. Luciferin 4-monooxygenase (Photinus pyralis), P08659. ATPlite luciferase biochemical, 10 min; 0 = ATP-free wells, 1 = DMSO control. activation factor at 10 µM. 200,000 tested, under 10 active. AID 1027, 2008;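 active means luciferase activation factor, scaled between plate controls, of at least 2 with compound at 10 µM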
Target sequence (P08659 whole entry, looked up): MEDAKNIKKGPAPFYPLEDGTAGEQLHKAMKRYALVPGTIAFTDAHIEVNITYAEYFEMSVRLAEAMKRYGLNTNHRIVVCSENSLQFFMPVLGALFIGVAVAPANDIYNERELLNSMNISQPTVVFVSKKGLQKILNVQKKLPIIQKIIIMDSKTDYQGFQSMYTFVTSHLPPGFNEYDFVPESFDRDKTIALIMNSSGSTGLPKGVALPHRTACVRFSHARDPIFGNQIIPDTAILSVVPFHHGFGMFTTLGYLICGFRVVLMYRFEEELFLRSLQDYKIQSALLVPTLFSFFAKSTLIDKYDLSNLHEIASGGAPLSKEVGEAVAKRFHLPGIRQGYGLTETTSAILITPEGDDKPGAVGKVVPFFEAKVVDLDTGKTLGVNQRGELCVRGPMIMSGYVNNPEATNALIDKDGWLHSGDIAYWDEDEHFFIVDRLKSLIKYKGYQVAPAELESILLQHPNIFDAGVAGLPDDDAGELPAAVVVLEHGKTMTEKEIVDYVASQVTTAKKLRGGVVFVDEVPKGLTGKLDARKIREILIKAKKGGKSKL
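System: cell-free luciferase reagent; medium: PBS as buffer for the ATP substrate; doses: test compounds dosed from 2 mM stocks in 100% DMSO; incubation: 10 min, room temperature; measured by: luminescence from luciferase reaction; read-out: luciferase activation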
G6PDH counter: L. mesenteroides G6PDH inhibitors, counter-screen for G6PDH-coupled screening assays, biochemical, Leuconostoc mesenteroides enzyme; Purified L. mesenteroides G6PDH, diaphorase/resazurin coupled fluorescence, 45 min; inhibition, % at 5 µM; 200,000 compounds, 0.12% hits; in the data active means inhibition above about 50%
NF-kB neuron act: activators of NF-kB expression in neurons, primary screen, cell-based, HTS | fold change at 12.5 µM | 190,000 compounds, 1.6% hits | AID 1239, 2008 | human neuronal cells, NF-kB reporter expression; hits give high values; in the data active means fold change above about 3.3
APP 5UTR inh: inhibitors of APP translation via 5'UTR reporter, primary screen, APP 5'UTR luciferase, SH-SY5Y cells | SH-SY5Y APP 5'UTR-luciferase reporter, luminescence | inhibition, % at 2 µM | 190,000 compounds, 0.82% hits;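 active means inhibition above a set limit, derived from the sample mean plus 3 SD, cut at about 45% in these data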; further: values of inactives mirror those of a sister screen read the other way
Hsp70 activator: Hsp70 transcriptional activators, primary screen, cell-based, HeLa, Hsp70 promoter luciferase, luminescence, 10 µM. HeLa Hsp70 promoter luciferase reporter; scaled: vehicle 0, proteasome-inhibitor control 100%. activation, % at 10 µM. 200,000 compounds, 0.04% hits;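 active means activation above the mean across all tested compounds plus 3 SD, cutoff set per campaign, cut at about 5.5% in these data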;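 further: 100% = MG132 at 30 µM as the positive control and 0% = DMSO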
FLuc inhib CS: firefly luciferase enzyme inhibitors, primary screen, artefact control for luciferase-based inhibitor screens, biochemical, luminescence, ATPLite | Luciferin 4-monooxygenase (Photinus pyralis), P08659 | 200,000 compounds, 1.5% hits | 10 min | inhibition, % at 10 µM;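 active means inhibition above about 50% when tested at 10 µM, limit read from the data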
Starred values were filed as active, the others as inactive; . = no result given.

SMILES | HMGR II inh | APP 5'UTR act | STAT1 act | DTT redox prof | FLuc stim CS | G6PDH counter | NF-kB neuron act | APP 5UTR inh | Hsp70 activator | FLuc inhib CS
COc1ccc(OC)c(N=c2oc3cc(O)ccc3cc2C(N)=O)c1 | -2 | -14 | 116 | -1.3 | 1 | 8 | 0.24 | 14 | -0.2 | 0
Cc1cc(C)cc(NC(=O)Cn2c(-c3ccccc3Cl)nc3ccccc32)c1 | -8 | 2 | 102 | 0.3 | 1 | -8 | 1.1 | -2 | -0.2 | -3
CC(C)=CCOc1ccc2ccc(=O)oc2c1 | -1 | -8 | 121 | 0.4 | 1 | 4 | 1.2 | 8 | 0.2 | 4
COc1ccc(NC(=O)CS(=O)CC(=O)NCC2OCCc3ccccc32)cc1 (stereo unspecified) | -5 | 25 | 102 | -0.6 | 1 | 3 | 1.1 | -25 | 0.0 | -5
O=C(OCc1nc2ccccc2[n+]([O-])c1C(=O)c1ccccc1)c1cccs1 | 2 | -4 | 96 | 0.0 | 1.1 | 8 | 0.83 | 4 | 0.0 | -7
Cc1cnn(C(=S)NCc2ccco2)c1 | 2 | -4 | 95 | -1.2 | 1 | 3 | 1.1 | 4 | 0.1 | -1
CCOC(=O)c1sc2nc(C)c([N+](=O)[O-])c(COC)c2c1N | -4 | 7 | 101 | 0.4 | 1.1 | 4 | 0.99 | -7 | -0.3 | -8
COc1ccc(CC(=O)Nc2cccc(-c3ccc4nncn4n3)c2)cc1OC | -3 | 0 | 87 | -0.7 | 1 | -5 | 1.2 | 0 | 0.6 | -4
CCCn1c(SCC(=O)Nc2c(C)cccc2C)nnc1C(C)C | -5 | 4 | 91 | 2.2 | 1.1 | 3 | 1.1 | -4 | 0.0 | -5
CCN(CC)S(=O)(=O)c1ccc(NC(=S)NC(=O)CC(C)C)cc1 | 1 | 0 | 100 | -0.3 | 1 | -4 | 1 | 0 | 0.1 | -4
O=C(/C=C/c1cnc2ccccc2n1)NC1CCCCCC1 | 0 | 59 | 142* | -0.1 | 0.9 | 9 | 1.3 | -59 | 0.7 | 12
COc1ccc(C(C(O)C(=O)c2c[nH]c3ccccc23)N2CCN(c3ccc(OC)cc3)CC2)cc1 (stereo unspecified) | -3 | -13 | 99 | -3.9 | 1 | 4 | 1 | 13 | -0.4 | -2
COc1ccc(CSc2nncn2N)cc1[N+](=O)[O-] | -5 | -25 | 106 | -0.4 | 1 | 10 | 1.6 | 25 | 0.1 | 1
COc1ccc(C(=O)c2ccccc2)c2c(O)ccc(C(=O)c3ccccc3)c12 | 3 | -9 | 90 | 0.0 | 1.1 | 7 | 1 | 9 | -0.1 | -8
Cc1ccc(CC(NC(=O)c2ccccc2)C(=O)NC(C)C(=O)O)cc1 (stereo unspecified) | -5 | 4 | 104 | -0.1 | 1 | 2 | 1.2 | -4 | -0.1 | -4
COC(=O)c1cccc(Nc2cc(C)nc(-c3ccccc3O)n2)c1 | -5 | -14 | 100 | -0.3 | 1 | -55 | 0.87 | 14 | -0.1 | -3
O=C(CNC(=O)c1ccncc1)N/N=C/c1cccc([N+](=O)[O-])c1 | -3 | 20 | 95 | -0.5 | 1.1 | 15 | 1.3 | -20 | -0.2 | -8
COc1ccc(N2C(=O)CSC2c2cccc(OC)c2OC)cc1 (stereo unspecified) | -4 | -2 | 90 | -0.3 | 1 | 7 | 1.1 | 2 | -0.4 | -2
CCOC(=O)c1c(C)oc2ccc(OCc3cc(C(=O)OC)oc3C)cc12 | -1 | 3 | 93 | 0.0 | 1 | -4 | 0.97 | -3 | -0.5 | -3
CCOC(=O)C1(Cc2cccc(OC)c2)CCN(Cc2ccc(C)s2)CC1 | 2 | 3 | 82 | -1.3 | 1.1 | 10 | 0.83 | -3 | -0.1 | -8
Clc1ccc(Cn2ncc3c(N4CCCCC4)ncnc32)c(Cl)c1 | -9 | -4 | 96 | -0.1 | 1 | 0 | 0.83 | 4 | -0.3 | -4
Cc1ccc2c(c1)c(CC(=O)Nc1ccc(C)c(F)c1)c(C(=O)O)n2C | -4 | 7 | 107 | 0.1 | 1.1 | 10 | 0.85 | -7 | -0.4 | -6
O=C(Nc1ccc(F)c([N+](=O)[O-])c1)c1ccc2c(c1)OCCO2 | 0 | 56 | 105 | -0.3 | 0.7 | 3 | 1.9 | -56 | -0.1 | 28
CCOC(=O)c1ccc(NNC(=O)CC)c([N+](=O)[O-])c1 | 6 | 0 | 108 | 0.2 | 1 | 5 | 1.1 | 0 | -0.3 | -5
O=C(c1ccccc1)N1CCN(C(=O)c2ccncc2)CC1 | . | -14 | 97 | 0.8 | . | . | . | 14 | 0.1 | .
Cc1ccc(NC(=O)Nc2ccc(S(N)(=O)=O)cc2)cc1 | 4 | 26 | 114 | -1.7 | 1 | 4 | 1.5 | -26 | 0.0 | 0
COC(=O)c1ccccc1NC(=O)Nc1nnc(N2CCC(C)CC2)s1 | -5 | -3 | 98 | -0.9 | 1 | -7 | 1.2 | 4 | -0.4 | -4
CCOC(=O)c1cnn(-c2ccccc2)c1-n1cccc1C(=O)C(=O)N(CC)CC | -7 | -14 | 101 | -0.3 | 1.1 | 16 | 1.1 | 14 | 0.1 | -6
O=C(NCc1ccccn1)c1c(Cl)cccc1Cl | . | -1 | 94 | -1.3 | 1.1 | 5 | 1.3 | 1 | -0.2 | -10
COc1ccc(OC)c(Nc2ccc(C(=O)O)cc2[N+](=O)[O-])c1 | -4 | -1 | 98 | 0.4 | 1 | -4 | 2.2 | 1 | -0.5 | -3
COc1ccc2nc(NC(=O)CCN3C(=O)c4ccccc4C3=O)sc2c1 | -8 | 11 | 100 | 0.9 | 1.1 | 6 | 1 | -11 | -0.3 | -6
Cc1nc2c(Cl)c(C)nn2c2c1CCC2 | -5 | 15 | 94 | -2.5 | 1 | 4 | 1 | -15 | -0.5 | -2
CC(=C/c1ccccc1)/C=N/NC(=O)c1cc(C)oc1C | 6 | 60 | 117 | -0.2 | 0.2 | -16 | 1.4 | -60 | 0.0 | 78*
CCCCCC(=O)N1CCN(CCN=CC2=C(O)CC(c3cccs3)CC2=O)CC1 (stereo unspecified) | -1 | -14 | 107 | 1.1 | 1.1 | 7 | 1.2 | 14 | 0.1 | -6
O=C(Cn1c(=O)oc2cc(S(=O)(=O)N3CCCC3)ccc21)Nc1ccc(C(F)(F)F)cc1 | -1 | -7 | 98 | 0.5 | 1 | 11 | 0.91 | 7 | -0.1 | -5
Cc1ccc(C)c(N2CCN(C(=O)c3csc4ccccc34)CC2)c1 | 3 | 8 | 104 | 2.3 | 1 | 6 | 0.82 | -8 | 0.0 | -4
O=C(NCc1cccs1)C1CC(c2ccc(Cl)cc2)=NO1 (stereo unspecified) | -11 | 3 | 111 | -0.9 | 1 | 6 | 1.3 | -3 | -0.2 | -3
COc1ccc(NC(=O)CN2CCN(CC(=O)Nc3ccc4c(c3)OCO4)CC2)cc1 | 5 | -24 | 99 | 0.1 | 1 | -3 | 1.2 | 24 | 0.1 | -2
Cn1ncc(Br)c1C(=O)NC1C2CC3CC(C2)CC1C3 (stereo unspecified) | -1 | -14 | 102 | -0.8 | 1 | 5 | 0.93 | 14 | -0.3 | -1
Cn1cccc1Cc1nnc(SCC(=O)Nc2nc3ccccc3s2)n1CCc1ccccc1 | -1 | 2 | 93 | -0.9 | 1 | 15 | 0.88 | -2 | -0.3 | 2
CCn1c(=S)[nH]c2c(c1=O)C(C)(C)Cc1ccccc1-2 | -4 | 22 | 98 | -0.5 | 1.1 | 2 | 1.2 | -22 | -0.4 | -7
ON=Cc1cccn1-c1ccccc1 | -2 | 0 | 91 | -0.3 | 1.1 | 12 | 1.1 | 0 | 0.1 | -6
CCOc1ccc2[nH]c(=O)c(CN(Cc3nnnn3Cc3ccco3)C3CCCCC3)cc2c1 | -3 | 6 | 99 | 1.0 | 1 | 8 | 0.39 | -6 | -0.2 | -1
COc1ccc(Cl)cc1NC(=O)CCCN1C(=O)CCC1=O | 0 | -2 | 91 | -0.9 | 1 | -8 | 1.1 | 2 | 0.3 | -1
COc1ccccc1C1/C(=C(/O)c2ccccc2)C(=O)C(=O)N1CC(C)C (stereo unspecified) | 1 | 0 | 94 | -2.4 | 1.1 | -1 | 1 | 0 | -0.2 | -8
Clc1cc(Cl)c(OCc2nc(-c3ccccn3)no2)cc1Cl | 1 | 83 | 132* | 1.6 | 0.7 | 4 | 5.2* | -83 | 0.4 | 29
Cc1ccccc1NC(=O)Cn1nnc(S(=O)(=O)c2ccc(C(C)(C)C)cc2)c1N | 18* | 13 | 102 | 0.6 | 1.1 | 12 | 0.98 | -13 | -0.3 | -6
Cc1ccc(-c2cc(=O)c3cc(C)ccc3[nH]2)cc1 | 4 | 115 | 146* | 0.6 | 0.1 | -2 | 5.8* | -115 | -0.4 | 93*
CN(Cc1ccccc1)C(=O)c1ccc2c(c1)NC(=O)C(N1CCOCC1)S2 (stereo unspecified) | -4 | -5 | 89 | -1.1 | 1.1 | 7 | 1.4 | 5 | 0.1 | -7
COC(=O)CCN(C(=O)c1cccc(OC(C)=O)c1)c1ccccn1 | 2 | 1 | 103 | 0.0 | 1.1 | 19 | 1 | -1 | -0.5 | -8

Next results.
SMILES | HMGR II inh | APP 5'UTR act | STAT1 act | DTT redox prof | FLuc stim CS | G6PDH counter | NF-kB neuron act | APP 5UTR inh | Hsp70 activator | FLuc inhib CS
CC1CCN(S(=O)(=O)c2ccc(N=NC3=C(O)CC(C)(C)CC3=O)cc2)CC1 | 3 | -14 | 97 | -0.3 | 1.1 | 3 | 1.2 | 14 | -0.2 | -5
O=[N+]([O-])c1cc(/C=N/n2c(-c3cccnc3)n[nH]c2=S)ccc1Cl | 0 | -10 | 105 | 0.1 | 1 | 2 | 1.2 | 10 | 0.0 | 3
COc1ccc(C2=NN(C(=O)CCCC(=O)O)C(c3cccs3)C2)cc1OC (stereo unspecified) | 0 | 12 | 89 | 0.2 | 1.1 | 12 | 1.4 | -12 | 0.1 | -9
Clc1ccc(-c2cn3c(n2)-c2ccccc2C3)cc1Cl | 0 | 166* | 196* | 1.5 | 0.3 | -30 | 9.7* | -166 | -0.3 | 66*
CCCC(=O)N1CCN(c2ccc(NC(=O)c3cccs3)cc2)CC1 | -1 | 8 | 112 | -0.5 | 1 | 4 | 1.1 | -8 | -0.3 | 4
